# Source: PubChem (several laboratories)
# Rin1-Abl PPI inh = blocks binding of human Rin1 to Abl. TR-FRET Rin1/Abl binding, biochemical. inhibition, % at 7.35 µM. actives 0.4% (n = 360,000). AID 588664; in the data active = inhibition above about 5%, passing the limit was not always enough
# CSN deneddyl inh = inhibitors of human CSN-mediated cullin deneddylation; Q92905; Purified CSN, SCF-Nedd8-OG deneddylation, fluorescence polarization; inhibition, % at 12.5 µM; actives 0.38% (n = 360,000); AID 651999;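 active = pattern-corrected inhibition above about 35%, with an unprinted fluorescence ratio check between 0.5 and 1.5, limit read from the data, passing the limit was not always enough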;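 note: 0% = enzyme with substrate and 100% = substrate without enzyme; some results filed as inactive read as strong as hits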
#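 Assay system: purified human Csn5 enzyme expressed in HEK293T cells; Input: 0.24 nM Csn5 enzyme, final concentration; Reagent: 10 nM SCFSkp2-Nedd8OG; Compound dosing: 12.5 µM single point; Times: reaction 90 min, room temperature; Technique: fluorescence polarization readout.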
# PABP1 MLLE inh = inhibitors of microRNA-mediated deadenylation, human PABP1 MLLE binding; GST-MLLE / FITC-PAM2 fluorescence polarization; inhibition, % at 20 µM; actives 0.36% (n = 360,000); AID 588489; in the data active = inhibition above about 35%, passing the limit was not always enough;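 note: plate controls were DMSO wells with GST-MLLE for no effect and wells lacking GST-MLLE protein for full effect; some results filed as inactive read as strong as hits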
# NadD inh = inhibitors of Staphylococcus aureus NadD; actives 0.78% (n = 360,000); AID 602399; purified NadD enzyme, colorimetric absorbance read-out; inhibition, % at 20 µM; in the data active = inhibition above about 26%; note: some compounds past the cut are filed as inactive
# FAS TE block = FAS thioesterase (human) inhibition; recombinant FAS-TE, OMFH fluorogenic substrate, fluorescence endpoint; inhibition, % at 15 µM; actives 0.67% (n = 360,000); AID 602261;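 active = compounds whose normalised, plate-corrected inhibition of enzyme fluorescence in the single-dose primary screen is 50% or more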;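 note: 0% = DMSO with enzyme and 100% = substrate without enzyme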
# MT1-MMP act inh = inhibitors of human MT1-MMP activation. P50281. HT1080 RFP-PRO-GFP cells, GFP/RFP ratio fluorescence, overnight; percent of plate control window, DMSO zero. GFP/RFP ratio change, % at 20 µM. actives 0.061% (n = 360,000). AID 651647;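 active = GFP/RFP ratio change of at least 30% with cell ATP level not reduced by more than half and red fluorescence within 50% of control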; note: strong numbers were not always called active
#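 Assay system – RFP-PRO-GFP reporter HT1080 cells · Compound dosing – single dose of 20 µM compound, 1% DMSO final · Incubation – overnight compound exposure at 37 °C · Measure – GFP/RFP fluorescence ratio · Benchmarks – DMSO wells and RFP-L50D-GFP cells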
# SKN-1 inh = C. elegans SKN-1 inhibition; C. elegans VP596 Pgst-4::GFP/RFP ratio, acrylamide-induced, 24 h; inhibition, % at 21.8 µM; actives 0.49% (n = 360,000); AID 624304;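 active = interference check ratio from 0.5 to 1.5 plus GFP to RFP signal ratio inhibition reaching or exceeding a fixed threshold, cut at about 30% in these data, passing the limit was not always enough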; note: some compounds called inactive have numbers as strong as hits
# Neddylation inh = inhibitors of human cullin neddylation; TR-FRET cullin neddylation, biochemical; calls only at 25 µM; actives 0.58% (n = 360,000); AID 651699; in the data active = inhibition above about 36%
# Target sequence (P61081 whole entry, looked up): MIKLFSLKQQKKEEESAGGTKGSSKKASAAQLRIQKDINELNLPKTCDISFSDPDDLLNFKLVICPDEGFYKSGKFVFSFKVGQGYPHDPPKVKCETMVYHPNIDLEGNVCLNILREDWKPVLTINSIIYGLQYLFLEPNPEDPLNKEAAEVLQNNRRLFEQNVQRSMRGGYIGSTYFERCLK
# Target sequence (Q13564 whole entry, looked up): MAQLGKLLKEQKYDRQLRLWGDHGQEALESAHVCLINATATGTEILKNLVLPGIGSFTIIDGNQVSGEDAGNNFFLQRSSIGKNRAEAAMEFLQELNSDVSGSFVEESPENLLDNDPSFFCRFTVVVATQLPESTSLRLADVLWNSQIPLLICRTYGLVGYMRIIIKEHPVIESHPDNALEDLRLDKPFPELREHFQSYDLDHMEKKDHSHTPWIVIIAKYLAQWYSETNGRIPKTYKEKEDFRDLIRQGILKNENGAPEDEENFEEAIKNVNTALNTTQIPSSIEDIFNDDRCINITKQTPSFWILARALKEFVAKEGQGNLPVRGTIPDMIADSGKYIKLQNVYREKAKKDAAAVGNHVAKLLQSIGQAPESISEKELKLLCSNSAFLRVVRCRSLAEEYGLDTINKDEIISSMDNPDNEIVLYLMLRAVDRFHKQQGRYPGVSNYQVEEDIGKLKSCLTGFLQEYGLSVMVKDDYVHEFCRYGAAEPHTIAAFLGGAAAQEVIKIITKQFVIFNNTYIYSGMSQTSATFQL
# Rpn11 block = Rpn11 (human) deubiquitinase inhibition. human 26S proteasome, Ub4-pepOG fluorescence polarization; 20S core pre-blocked with epoxomicin. calls only at 20 µM. O00487. actives 0.59% (n = 360,000). AID 588493;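 active = inhibition at 20 µM, scaled to each plate's controls, above about 33%, limit read from the data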
# Target sequence (O00487 whole entry, looked up): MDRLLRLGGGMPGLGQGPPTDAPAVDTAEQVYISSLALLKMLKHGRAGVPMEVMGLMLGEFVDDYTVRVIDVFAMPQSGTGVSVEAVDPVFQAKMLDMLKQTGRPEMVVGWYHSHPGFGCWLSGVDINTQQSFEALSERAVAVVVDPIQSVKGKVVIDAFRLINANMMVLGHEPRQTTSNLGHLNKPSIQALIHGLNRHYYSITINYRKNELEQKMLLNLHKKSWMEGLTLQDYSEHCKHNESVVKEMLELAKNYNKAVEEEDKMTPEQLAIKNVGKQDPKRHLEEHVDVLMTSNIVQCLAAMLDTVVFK
# Numbers without * were called inactive; i = inactive.
SMILES	Rin1-Abl PPI inh	CSN deneddyl inh	PABP1 MLLE inh	NadD inh	FAS TE block	MT1-MMP act inh	SKN-1 inh	Neddylation inh	Rpn11 block
O=C1CCCN1CC(O)CS(=O)(=O)Cc1ccccc1 (stereo not drawn)	1.9	0.1	-6.9	-5.7	-5.0	-2.1	-1.6	i	i
COc1ccccc1-c1nnc(-c2ccc(F)cc2)o1	-0.6	1.1	-10.5	-2.2	2.3	3.5	45.0*	i	i
CCCOC(=O)c1ccc(NC(=O)C(=O)NCCN(CC)CC)cc1	1.2	3.4	8.2	-3.8	-11.1	2.3	11.3	i	i
CC(=O)Nc1ccccc1OC(C)C(=O)N1CCC(C)CC1 (stereo not drawn)	1.6	0.7	-11.4	-2.1	-6.1	3.7	-6.1	i	i
COc1ccc(OC)c(CNC(=O)C(C)n2nc(C)c3c(C)n(-c4ccccc4)nc3c2=O)c1 (stereo not drawn)	2.5	-3.5	-3.6	0.6	-4.5	2.2	2.1	i	i
CC(NC(=O)C(C)(C)C)C(c1cccs1)N1CCN(Cc2ccccc2)CC1 (stereo not drawn)	1.8	2.4	16.9	-5.1	-2.5	-2.3	0.4	i	i
Cc1ccc(CCN2CC(C(=O)N3CCN(c4ccc(F)cc4)CC3)CC2=O)cc1 (stereo not drawn)	-0.3	-1.3	9.6	-2.7	-0.4	0.0	5.4	i	i
COc1ccc(/C=C(\CC(=O)O)c2nc3ccccc3o2)cc1	2.0	-3.6	-4.6	-0.1	-2.6	-5.3	-8.6	i	i
CCCc1nc2ccc(Cl)cn2c1Cc1cccc(Cl)c1	5.8	-1.9	-8.7	-8.9	1.8	4.0	4.8	i	i
O=C(c1ccc(Cl)c(S(=O)(=O)NCc2cccnc2)c1)N1CCCC1	1.7	-2.7	2.0	-1.8	-9.9	3.0	0.4	i	i
COC(=O)N/N=C(\C)c1ccc2ccccc2c1OC(F)F	-2.6	0.3	0.2	-5.8	-2.9	-1.7	0.2	i	i
Nc1c(Cl)cc(C2=NCCn3c2c2ccc(C(F)(F)F)cc2[n+]3[O-])cc1Cl	-2.5	0.5	7.2	2.7	-4.6	-2.9	24.5	i	i
Cc1ccc(C(=O)NCC(=O)OCC(=O)c2ccc(C)c([N+](=O)[O-])c2)cc1	-0.4	-5.7	7.9	-1.2	-3.4	1.3	6.6	i	i
CCc1nnc(NS(=O)(=O)c2ccc(NC(=O)c3cc(Cl)ccc3OC)cc2)s1	1.2	0.1	10.1	2.6	4.3	-3.8	0.3	i	i
CCOC(=O)C1CCCN(C(=O)c2ccc(F)c(Cl)c2)CC1 (stereo not drawn)	-2.8	-2.8	6.4	-1.7	-5.6	2.9	16.1	i	i
CC(C)(C)C(=O)COC(=O)c1cc(-c2cccnc2)nc2ccccc12	-1.0	1.1	-7.2	-8.1	5.4	-1.0	-8.8	i	i
COc1ccc(CCC(=O)Nc2cc(S(=O)(=O)N3CCCCC3)ccc2N(C)C)cc1	2.0	4.5	13.3	2.2	20.1	-0.4	5.3	i	i
Cc1ccc(NC(=O)c2cc(Cl)nc3ccccc23)cc1	-1.9	-1.1	5.3	3.0	3.8	-0.1	1.7	i	i
COc1ccccc1N1CCN(c2ncc(C(=O)N3CCN(c4cccc(Cl)c4)CC3)c3ccccc23)CC1	-0.4	-10.8	-16.6	34.1*	29.5	-11.5	-5.1	i	i
O=S1(=O)CCOC[C@H](CC2CCCCC2)N1Cc1ccccc1	1.8	-8.1	4.2	0.9	12.7	7.7	13.1	i	i
COc1ccc(S(=O)(=O)N2CCN(CCO)CC2)cc1-c1nnc2c3ccccc3c(C)nn12	4.7	-2.6	-2.5	-5.8	-9.4	-1.8	3.2	i	i
CCCN(CCC)C(=O)c1cc(S(=O)(=O)N2CCCCC2)c[nH]1	4.0	-2.2	-1.4	-2.6	2.0	-2.0	6.4	i	i
COc1cc(CN(CC2CCCO2)C(=O)c2ccco2)cc(OC)c1OC (stereo not drawn)	-0.7	-0.9	6.2	0.3	-6.5	-2.9	10.0	i	i
Cc1cc(OC(=O)c2ccc(OC(C)C)cc2)c([N+](=O)[O-])c(=O)[nH]1	-1.2	-7.0	5.5	5.4	-6.3	1.7	2.7	i	i
CC(=O)Nc1cccc(OC(=O)COc2ccc(Br)cc2)c1	2.3	-1.2	-12.1	-3.1	4.2	4.2	3.4	i	i
O=C(CN1C(=O)c2ccccc2C1=O)NC1CCS(=O)(=O)C1 (stereo not drawn)	-2.3	-1.2	-10.2	2.4	-5.4	-2.9	13.3	i	i
CC(C)(C)C1CCC2(CC1)Nc1cccc3cccc(c13)N2	-2.3	5.7	-10.8	5.6	-7.2	6.3	-12.8	i	i
CCOC(=O)N/N=C/c1cn(CCCOc2ccc(C)cc2)c2ccccc12	0.3	0.7	10.2	-2.7	4.2	-3.6	-5.0	i	i
CN(CCOc1ccc(Cl)cc1)C(=O)c1ccc2c(=O)n3c(nc2c1)CCC3	5.0	3.0	5.3	-1.8	0.5	2.6	7.0	i	i
C/C(=N/NC(=O)CN1CCN(S(=O)(=O)c2ccc(Br)cc2)CC1)c1ccco1	-4.0	-8.8	7.4	-1.5	19.2	2.3	6.7	i	i
COc1ccc(C(C)(O)c2nc(-c3ccc(F)cc3OC)cs2)cc1 (stereo not drawn)	-0.3	-2.6	-6.4	-1.2	26.0	-6.6	20.9	i	i
COc1ccc(-c2c(C)nc(N)nc2-c2ccc(OCc3ccc(C)cc3)cc2O)cc1OC	-1.6	0.2	-4.8	14.9	33.1	-6.6	9.2	i	i
CC(C)(C)c1csc(NC(=O)c2ccncc2)n1	-0.2	0.0	-10.5	10.0	0.2	-6.2	17.9	i	i
O=C(Nc1cccc(F)c1)C1CCCN(S(=O)(=O)c2ccccc2)C1 (stereo not drawn)	-5.1	1.8	9.9	-13.5	6.3	-1.2	3.2	i	i
Cc1ccc(C(C(=O)NC2CCCCC2)N(C(=O)CCCC(=O)Nc2ccccn2)c2ccc3c(c2)OCCO3)cc1 (stereo not drawn)	4.1	-3.8	1.8	7.8	52.2*	-4.7	6.4	i	i
CS(=O)(=O)NCCn1ccc2ccccc21	0.9	-0.1	-12.1	1.9	-5.3	-11.9	10.4	i	i
CC1(C)CN(c2ccc(F)cc2)C1=O	0.0	-9.0	-0.3	1.4	-6.7	-4.5	-3.3	i	i
O=C(O)/C=C/c1coc2ccccc2c1=O	-2.9	-4.9	5.3	-0.7	-12.0	0.7	-6.1	i	i
O=C1NC(=Nc2ccccc2)S/C1=C\c1cccs1	-4.6	3.7	-4.7	-5.2	-2.6	-2.0	12.3	i	i
CCC(=O)Nc1cccc(NC(=O)c2cc3ccccc3o2)c1	-1.9	2.8	3.8	-8.2	-3.0	2.1	4.3	i	i
Cc1ccc(-n2nc3c(c2NC(=O)c2cccs2)CS(=O)(=O)C3)cc1C	-1.1	3.6	4.7	1.2	-1.3	-2.4	20.2	i	i
CN(CC(=O)Nc1cccc(F)c1)C(=O)c1ccc(NC2CC2)c([N+](=O)[O-])c1	-3.5	5.5	-14.0	-6.1	-11.4	9.9	-0.9	i	i
CCOC(=O)N(C)C[C@@H]1OCc2cnnn2CCCC(=O)N([C@@H](C)CO)C[C@@H]1C	1.0	1.4	-2.2	-0.9	-5.1	3.5	21.1	i	i
Cc1ccc(-c2ccc(SCC(=O)c3ccccc3)nn2)cc1	-0.7	3.1	25.0	1.3	20.2	-5.0	-3.9	i	i
CCC(CC)C(=O)Nc1cccc(-c2ccc3nncn3n2)c1	-3.7	4.5	3.4	-1.0	-1.1	0.7	1.7	i	i
CCN(CC)S(=O)(=O)c1ccc(F)c(C(=O)NCCCN2CCOCC2)c1	-4.3	-5.8	1.0	-4.3	-8.4	4.0	14.8	i	i
COc1cc(C2SCC(=O)N2Cc2ccccc2)cc(OC)c1OC (stereo not drawn)	-1.0	-0.3	5.1	-2.2	-2.9	-0.9	6.7	i	i
COc1ccccc1N1CCN(S(=O)(=O)c2cc(C)sc2C)CC1	-0.3	-1.9	12.3	-7.4	23.6	-3.8	-4.3	i	i
CCOc1cc(/C=C(\C#N)C(=O)Nc2ccccc2C(=O)O)ccc1OC(=O)c1ccc(C)cc1	2.4	2.1	-4.1	-3.8	79.8*	-9.8	10.0	i	i
O=C(C1=C[C@@H](C2CC2)C[C@@H](OCc2ccc(CO)cc2)O1)N1CCN(Cc2ccccc2)CC1	2.7	-0.4	14.1	1.3	-5.2	5.7	2.4	i	i

# Single records, as listed above.
# Listed for `O=C(C1=C[C@@H](C2CC2)C[C@@H](OCc2ccc(CO)cc2)O1)N1CCN(Cc2ccccc2)CC1` = Rin1-Abl PPI inh = 2.7; CSN deneddyl inh = -0.4; PABP1 MLLE inh = 14.1; NadD inh = 1.3; FAS TE block = -5.2; MT1-MMP act inh = 5.7; SKN-1 inh = 2.4; Neddylation inh = i; Rpn11 block = i
# Listed for `COc1ccccc1N1CCN(S(=O)(=O)c2cc(C)sc2C)CC1` = Rin1-Abl PPI inh = -0.3; CSN deneddyl inh = -1.9; PABP1 MLLE inh = 12.3; NadD inh = -7.4; FAS TE block = 23.6; MT1-MMP act inh = -3.8; SKN-1 inh = -4.3; Neddylation inh = i; Rpn11 block = i

# Further structures follow:
SMILES	Rin1-Abl PPI inh	CSN deneddyl inh	PABP1 MLLE inh	NadD inh	FAS TE block	MT1-MMP act inh	SKN-1 inh	Neddylation inh	Rpn11 block
COc1ccc(-c2ccc(SCC(=O)NC3CCCC3)nn2)cc1	0.0	-3.4	6.9	-2.5	-5.0	0.3	-3.4	i	i
O=C(Cn1nnc(-c2ccccc2F)n1)Nc1ccc(S(=O)(=O)NC2CCCC2)cc1	0.7	6.4	0.8	7.7	10.1	-1.2	7.8	i	i
CS(=O)(=O)N1CCN(C(=O)c2cccnc2)CC1	2.7	1.4	-3.0	-1.7	-7.3	2.9	-2.3	i	i
COc1cccc(-c2sc3ccc(OC)cc3c2-c2ccc(OCCN3CCCC3)cc2)c1	-2.0	-1.7	-18.7	4.6	11.7	0.0	-9.2	i	i
CN(Cc1c(C(=O)N/N=C/c2cccc(O)c2)nnn1-c1nonc1N)C1CCCCC1	1.8	1.2	17.9	1.5	0.1	-1.1	-11.9	i	i
O=C(NCCCC1CCCC1)C1CCC(=O)N(Cc2cccc(C(F)(F)F)c2)C1 (stereo not drawn)	5.2	-3.1	14.4	-2.0	21.4	3.2	-10.1	i	i
NC12CC3CC(CC(C3)C1)C2	-4.3	1.8	-15.6	6.9	-2.9	-3.0	1.0	i	i
Cc1ccc(S(=O)(=O)Nc2ccc3c(c2)OCCO3)c(C)c1NS(C)(=O)=O	-3.2	-4.2	-14.0	-2.5	1.7	6.7	6.2	i	i
CC(=O)Nc1ccc(OCC(=O)NCc2ccc(C)cc2)cc1	1.0	-1.3	-3.9	5.4	-6.0	1.5	1.0	i	i
Cc1cc(C)cc(N2C(=O)N(c3ccccc3C)C3CS(=O)(=O)CC32)c1 (stereo not drawn)	1.8	-2.8	13.8	0.5	-7.8	0.7	4.8	i	i
CCOc1ccccc1C(=O)NC(C(=O)OCC(=O)NNC(=O)c1cccs1)C(C)C (stereo not drawn)	-3.9	-1.7	9.6	4.1	-7.1	0.9	8.7	i	i
